Screening data: PubChem BioAssay, Johns Hopkins Ion Channel Center
KCNK9 inh: human KCNK9 channel inhibition. HEK293 KCNK9, FluxOR thallium flux fluorescence; stronger effect = lower value. B-score at 10 µM. hit rate 1.2% among 310,000;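 active = ratio B-score over 3 SD below the library mean, with starting fluorescence within 5 SD of its mean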;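 note: negative B-score means less thallium flux so channel inhibition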
RGS4 pot: RGS4 potentiation or activation. HEK293 M3R/inducible RGS4, carbachol calcium flux Fluo4; stronger effect = lower value. B-score at 10 µM. hit rate 0.92% among 310,000. AID 463111;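 active = B-score of the integrated calcium signal more than 4 SD below the library mean, with starting fluorescence not abnormally high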;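 note: negative B-score means reduced calcium response which marks RGS4 activation or potentiation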
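Assay system: HEK293 FlpIn-TREx cells, stable M3R, doxycycline-inducible RGS4 / Probe or stimulus: carbachol, ECmax concentration / Times: overnight RGS4 induction, 30 min dye load 37 °C, 20 min compound RT / Signal: kinetic calcium fluorescence imaging with Fluo4-AM dye, 2 µM / Measure: Agonist-evoked peak-minus-minimum fluorescence over baseline, integrated ratio, B score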
RGS4 block: human RGS4 inhibition; P49798; HEK293 M3R/RGS4 inducible, Fluo-4 calcium flux; stronger effect = higher value; triggered by carbachol at its EC20; B-score at 10 µM; hit rate 0.45% among 310,000; AID 463165;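 active = B-score, a plate-corrected calcium signal, over three deviations above library mean, with baseline fluorescence within five deviations of library mean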;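 note: RGS4 expression induced by doxycycline in cells with stable M3 receptor; B-score is computed from the integrated fluorescence ratio over baseline after carbachol; higher B-score means a larger calcium signal and so more RGS4 inhibition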
Target sequence (P49798 whole entry, looked up): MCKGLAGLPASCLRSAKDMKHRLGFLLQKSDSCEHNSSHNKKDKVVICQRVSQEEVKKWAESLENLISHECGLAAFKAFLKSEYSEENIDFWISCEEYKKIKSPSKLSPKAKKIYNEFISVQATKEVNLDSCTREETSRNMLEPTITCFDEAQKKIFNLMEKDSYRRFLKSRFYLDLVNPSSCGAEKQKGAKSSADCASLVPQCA
MrgX1 PAM: allosterically activates human MrgX1 receptor signaling | Q96LB2 | B-score at 10 µM | MrgX1-HEK293, Fluo-4 calcium flux, FDSS; stronger effect = higher value | AID 588675 | hit rate 0.63% among 310,000;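 active = plate-corrected calcium response at least 3 library SD above typical, normal starting fluorescence, not activating the receptor alone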;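 note: compound read alongside a low EC10 to EC30 dose of BAM8-22 agonist; peak minus trough fluorescence over baseline measured at the second addition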
Target sequence (Q96LB2 whole entry, looked up): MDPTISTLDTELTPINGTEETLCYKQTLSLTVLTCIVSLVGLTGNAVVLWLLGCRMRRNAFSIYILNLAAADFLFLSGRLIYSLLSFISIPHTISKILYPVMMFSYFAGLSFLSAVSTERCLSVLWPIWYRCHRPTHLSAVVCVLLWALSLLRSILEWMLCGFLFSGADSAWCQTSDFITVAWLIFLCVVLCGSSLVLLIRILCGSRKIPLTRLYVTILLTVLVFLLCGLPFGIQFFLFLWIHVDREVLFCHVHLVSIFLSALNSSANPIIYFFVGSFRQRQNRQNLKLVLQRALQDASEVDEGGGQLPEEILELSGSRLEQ
hERG protect: compounds protecting human hERG from proarrhythmic drug block; Q12809; activation (rescue from dofetilide block), less the hit threshold, % at 10 µM; hit rate 0.51% among 310,000; AID 1511; CHO-hERG, FluxOR thallium flux, dofetilide IC70 present;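 active = activation above the mean of controls blocked by dofetilide plus 5 SD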;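 note: thallium influx through hERG after potassium depolarization seen as dye fluorescence rise; in these data hits start at about 4.7%; inactives centre near -7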
TMEM16A act: activates or potentiates the mouse TMEM16A chloride channel; Q8BHY3; HEK293 TMEM16A/YFP-H148Q/I152L, iodide quench fluorescence; stronger effect = lower value; B-score at 10 µM; hit rate 0.3% among 340,000; AID 623877;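 active = fluorescence-ratio B-score plate-corrected deviation score at least 3 library SD below zero, with starting fluorescence score within 5 deviations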;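 note: channel opened by trigger with iodide after compound preincubation; score built on the fluorescence ratio of max minus min over baseline; more negative score means more quench and so TMEM16A activation or potentiation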
KCNQ1 act: human KCNQ1 channel potentiation or activation; CHO-K1 KCNQ1, thallium flux FluxOR fluorescence; stronger effect = higher value; hit rate 0.35% among 310,000; B-score at 10 µM; AID 2648; P51787;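 active = fluorescence ratio B-score, a plate-corrected score, at least three library SD, with initial intensity B-score within 5 SD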
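Material: CHO-K1 cells stably expressing KCNQ1. Medium: assay buffer for compound exposure, DMSO matched across wells. Reagent: K+/Tl+ depolarizing stimulus. Compound dosing: single-concentration screen. Times: 37 °C overnight plating, 90-min dark dye load, 20-min compound pretreatment. Technique: FluxOR Tl+ flux fluorescence.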
MrgX1 ag: agonists of human MrgX1 receptor; MrgX1-HEK293 cells, Fluo-4 calcium fluorescence, agonist mode; stronger effect = higher value; hit rate 0.44% among 310,000; B-score at 10 µM;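 active = calcium response B-score plate-corrected fluorescence ratio at least 3 library SD, with starting fluorescence B-score inside 5 SD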
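Assay system: MrgX1-expressing HEK293 cells / Amount: fifteen thousand cells per well / Doses: test compound in the initial addition of three / Timing: cells plated overnight, dye loaded 0.5 h 37 °C, 0.5 h room temperature / Technique: kinetic calcium dye fluorescence, Fluo-4 NW / Control set: positive and negative controls per plate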
KCNK3 block: human KCNK3 channel inhibition, primary screen. CHO-KCNK3 thallium flux, FluxOR fluorescence; stronger effect = lower value. B-score at 10 µM. hit rate 0.84% among 340,000;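 active = B-score under library mean minus 4 SD, starting fluorescence ratio at most library mean plus 5 SD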;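 note: more negative B-score means stronger inhibition of thallium flux through KCNK3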
Target sequence (O14649 whole entry, looked up): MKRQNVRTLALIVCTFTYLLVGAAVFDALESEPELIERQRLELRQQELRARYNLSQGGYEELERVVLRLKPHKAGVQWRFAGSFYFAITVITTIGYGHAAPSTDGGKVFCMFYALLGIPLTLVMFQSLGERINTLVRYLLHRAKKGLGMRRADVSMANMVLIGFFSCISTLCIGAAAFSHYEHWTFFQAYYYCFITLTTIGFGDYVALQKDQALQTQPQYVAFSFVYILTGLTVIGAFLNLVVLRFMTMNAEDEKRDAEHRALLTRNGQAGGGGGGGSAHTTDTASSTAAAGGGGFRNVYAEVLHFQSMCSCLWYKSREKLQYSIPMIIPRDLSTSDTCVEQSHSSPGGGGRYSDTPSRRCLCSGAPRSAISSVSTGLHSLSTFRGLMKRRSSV
KCNQ1 inh: blocks the human KCNQ1 potassium channel. P51787. B-score at 10 µM. CHO-K1 KCNQ1, FluxOR thallium flux fluorescence; stronger effect = higher value. hit rate 1.3% among 310,000;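 active = compounds whose thallium flux B-score, printed positive for inhibition, exceeds three library SD while starting fluorescence stays within three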;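 note: channel opened by potassium depolarization with thallium stimulus after 20 min compound exposure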
ANO1 block: inhibitors of mouse TMEM16A calcium-activated chloride channel | Q8BHY3 | HEK293 TMEM16A/YFP iodide influx fluorescence, ionomycin | normalized B-score (activity score, 25-100; higher = stronger inhibition) at 10 µM | hit rate 1.2% among 310,000 | AID 588511;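 active = ratio plate-corrected score three or more library SD toward inhibition, starting fluorescence score within five deviations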;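 note: score derived from kinetic fluorescence span divided by baseline fluorescence per well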
An asterisk follows results filed as active; i = inactive; nt = no result given. Compounds as they come (roughly 6.3% active in at least one column).

SMILES | KCNK9 inh | RGS4 pot | RGS4 block | MrgX1 PAM | hERG protect | TMEM16A act | KCNQ1 act | MrgX1 ag | KCNK3 block | KCNQ1 inh | ANO1 block
CC(=O)OCC(OC(C)=O)C(OC(C)=O)C(OC(C)=O)C(=O)Nc1ccccc1C (stereo not drawn) | i | i | i | i | -9.6 | i | i | i | i | i | i
O=C(COc1ccc(Cl)cc1)N1CCN(c2ccc([N+](=O)[O-])c(N3CCCCC3)c2)CC1 | i | i | i | i | -9.5 | i | i | i | i | i | i
O=C(CCNC(=O)c1ccco1)Nc1cccc(C(F)(F)F)c1 | i | i | i | i | -9.4 | i | i | i | i | i | i
COc1ccc(C)cc1S(=O)(=O)N(C)CC(=O)NC1CCCCCC1 | i | i | i | i | -4.1 | i | i | i | i | i | i
COc1cc(NC(=O)c2cc(-c3ccc(C)cc3)on2)cc(OC)c1OC | i | i | i | i | -3.7 | i | i | i | i | i | i
Cc1ccc(NC(=O)COC(=O)CN2C(=O)NC(C)(C)C2=O)cc1S(=O)(=O)N1CCOCC1 | i | i | i | i | -7.8 | i | i | i | i | i | i
COc1ccc(NC(=O)CN2CCOCC2)cc1 | i | i | i | i | 7.0* | i | i | i | i | i | i
COc1cc(OC)cc(C(=O)NCCCNC(=O)c2ccccn2)c1 | i | i | i | i | -6.0 | i | i | i | i | i | i
CCCc1c(C)nc2ccc(OC)cc2c1SCCC(=O)O | i | i | i | i | -12.1 | i | i | i | i | i | i
COc1ccc(-n2c(Cc3cccn3C)nnc2SCC(=O)Nc2cc(C)cc(C)c2)cc1 | i | i | i | i | -10.2 | i | i | i | i | i | i
Cc1cc2cc(CN(Cc3ccc4c(c3)OCO4)Cc3nnnn3C3CCCC3)c(=O)[nH]c2cc1C | i | i | i | i | -9.9 | i | i | i | i | i | i
O=C(CSc1nnc(Cc2ccccc2)n1C1CCCCC1)N1CCOCC1 | i | i | i | i | -5.1 | i | i | i | i | i | i
COc1cc(/C=N/NC(=O)c2nc(C)cc(C)n2)ccc1O | i | i | i | i | -3.9 | i | i | i | i | i | i
O=C(CCCCC(=O)Nc1c(I)cc(I)c(C(=O)O)c1I)Nc1c(I)cc(I)c(C(=O)O)c1I | i | i | i | i | -4.7 | i | i | i | i | i | i
COC(=O)c1ccc(=O)n(CC(=O)c2ccc(Cl)cc2)c1 | i | i | i | i | -5.5 | i | i | i | i | i | i
O=C(NC(Cc1ccccc1)C(=O)O)NC12CC3CC(CC(C3)C1)C2 (stereo not drawn) | i | i | i | i | -3.8 | i | i | i | i | i | i
CN1C(=O)/C(=C/c2ccc(OC(=O)c3ccco3)cc2)SC1=S | i | i | i | i | -9.4 | i | i | i | i | i | i
C=C1CCN(c2ccc(C(=O)NCc3ccccc3)cc2[N+](=O)[O-])CC1 | i | i | i | i | -12.7 | i | i | i | i | i | i
Cc1nnc(SC(C)C(=O)NCC2CCCO2)n1-c1ccccc1 (stereo not drawn) | i | i | i | i | -19.2 | i | i | i | i | i | i
CCN(CC)CC(C)(C)NS(=O)(=O)c1ccc(Cl)cc1 | i | i | i | i | 3.1 | i | i | i | i | i | i
CC(=O)Nc1ccc(S(=O)(=O)N2CCC(Oc3ccc(-n4cnnn4)cc3)CC2)cc1 | i | i | i | i | -8.2 | i | i | i | i | i | i
COCC(=O)Nc1ccc(Nc2ccccc2)cc1 | i | i | i | i | -8.0 | i | i | i | i | i | i
COc1ccc(/C=N\NC(=O)c2c(C)nc3ccc(Br)cn23)cc1 | i | i | i | i | -4.8 | i | i | i | i | i | i
Cc1ccc(C(=O)O)cc1NC(=O)Nc1ccc2c(c1)OCO2 | i | i | i | i | -1.9 | i | i | i | i | i | i
COc1ccc(NC(=O)CCc2c(C)nc3nc(CNC(=O)c4cccc(F)c4)nn3c2C)cc1OC | i | i | i | i | -9.8 | i | i | i | i | i | i
CSC(=NC(C)c1ccccc1)NS(=O)(=O)c1cccs1 (stereo not drawn) | i | i | i | i | -10.7 | i | i | i | i | i | i
CSC(=NC#N)N1CCN(c2cccc(Cl)c2)CC1 | i | i | i | i | -7.5 | i | i | i | i | i | i
COC(=O)c1ccc(CSc2nnc(NC(C)C)s2)cc1 | i | i | i | i | -9.6 | i | i | i | i | i | i
CCN1CCN(CCCNC(=O)C2CCN(c3nnc(-n4cccc4)s3)CC2)CC1 | i | i | i | i | -6.2 | i | i | i | i | i | i
CCOc1cccc2sc(NC(=O)c3ccc(Br)s3)nc12 | i | i | i | i | -4.2 | i | i | i | i | i | i
COc1ccc(NC(=O)c2ccc(F)c(F)c2)c2ccccc12 | i | i | i | i | -0.1 | i | i | i | i | i | i
COC(=O)c1ccccc1NC1=C/C(=N\S(=O)(=O)c2ccc(C(=O)O)cc2)c2ccccc2C1=O | i | i | i | i | -7.1 | i | i | i | i | i | i
Cc1cc(NCCCO)n2nc(-c3cccs3)cc2n1 | i | i | i | i | -4.1 | i | i | i | i | i | i
Cc1cc(C)n(-c2ccc(C(=O)Nc3sccc3C(N)=O)cc2)n1 | i | i | i | i | -4.9 | i | i | i | i | i | i
COc1ccc(/C=C(/NC(=O)c2ccco2)C(=O)N2CCCC2=O)cc1 | i | i | i | i | -1.4 | i | i | i | i | i | i
Cc1cc(C=O)c(C)n1-c1cc(C(F)(F)F)ccc1N1CCOCC1 | i | i | i | i | -7.9 | i | i | i | i | i | i
O=C(Nc1ccccc1O)c1ccc(C(=O)c2ccccc2)o1 | i | i | i | i | -2.6 | i | i | i | i | i | i
Nn1c(SCc2cccc(Br)c2)nnc1-c1ccncc1 | i | i | i | i | -8.2 | i | i | i | i | i | i
Cc1nn(CC(=O)N2CCOCC2)c(=O)c2c1sc1ccccc12 | i | i | i | i | -9.9 | i | i | i | i | i | i
Cc1ccc(-c2n[nH]c(=O)c3ccccc23)cc1N | i | i | i | i | -16.7 | i | i | i | i | i | i
O=C(NCc1cccs1)C(=O)NCC1OCCCN1S(=O)(=O)c1ccc(F)cc1 (stereo not drawn) | i | i | i | i | -0.9 | i | i | i | i | i | i
N#CC(c1nc2ccccc2nc1OCCO)S(=O)(=O)c1ccccc1 (stereo not drawn) | i | i | i | i | -12.0 | i | i | i | i | i | i
Cc1ccc(/C=N/n2c(C)nnc2C)o1 | i | i | i | i | -6.1 | i | i | i | i | i | i
COc1cc(C(=O)OC(C)C(=O)Nc2ccc3c(c2)OCO3)ccc1OCc1c(C)noc1C (stereo not drawn) | i | i | i | i | -3.5 | i | i | i | i | i | i
CCn1nc(C)c(Br)c1-c1nc(-c2ccc(C)cc2)no1 | i | i | i | i | -4.5 | i | i | i | i | i | i
O=C(CSc1oc(-c2ccccc2)nc1S(=O)(=O)c1ccccc1)NCC1CCCO1 (stereo not drawn) | i | i | i | i | -6.7 | i | i | i | i | i | i
O=S(=O)(NCCCc1ccccc1)c1cccc2nsnc12 | i | i | i | i | -9.5 | i | i | i | i | i | i
Cc1cccc(NCC(=O)N/N=C\c2ccc[nH]2)c1 | i | i | i | i | -3.6 | i | i | i | i | i | i
O=C(NCc1cc(C(F)(F)F)cc(C(F)(F)F)c1)C12CN(Cc3ccccc3)CC1C(c1cccc([N+](=O)[O-])c1)=NO2 (stereo not drawn) | i | i | i | i | -6.8 | i | i | i | i | i | i
COc1ccc(CN2CCN(C(=O)CCC(=O)Nc3nnc(CC(C)C)s3)CC2)cc1F | i | i | i | i | -6.4 | i | i | i | i | i | i
Cc1cc(/C=N/n2cnnc2)c(C)n1-c1cccc(Cl)c1 | i | i | i | i | -4.3 | i | i | i | i | i | i
CC1(C)CC(=O)CC(=NCC(=O)O)C1 | i | i | i | i | 4.7* | i | i | i | i | i | i
Cc1cc(C(=O)N2CCCc3ccccc32)no1 | i | i | i | i | -9.2 | i | i | i | i | i | i
CCNC(=S)N/N=C/c1cc(C)n(-c2ccc(Cl)cc2)c1C | i | i | i | i | -5.8 | i | i | i | i | i | i
CN(C(=O)COC(=O)c1cc2c(s1)CCCCC2)C1CCS(=O)(=O)C1 (stereo not drawn) | i | i | i | i | -6.5 | i | i | i | i | i | i
CC(=O)c1ccc(N(C(=O)CNC(=O)c2ccco2)C(C(=O)NC2CCCC2)c2cccnc2)cc1 (stereo not drawn) | i | i | i | i | -7.3 | i | i | i | i | i | i

Additional results:
SMILES | KCNK9 inh | RGS4 pot | RGS4 block | MrgX1 PAM | hERG protect | TMEM16A act | KCNQ1 act | MrgX1 ag | KCNK3 block | KCNQ1 inh | ANO1 block
CCc1ccccc1NC(=S)N(CCCN1CCN(C)CC1)Cc1cccs1 | i | i | i | i | -6.2 | i | i | i | i | i | i
COc1ccccc1N1CCN(C(=O)CSc2ncccc2-c2nc3ccccc3[nH]2)CC1 | i | i | i | i | -15.7 | i | i | i | i | i | i
COc1ccc(Cn2nnnc2C(c2ccc(N(C)C)cc2)N2CCC(C)CC2)cc1 (stereo not drawn) | i | i | i | i | -4.8 | i | i | i | i | i | i
CC(C)c1cc(=O)oc2c3c4c(cc12)CCCN4CCC3 | i | i | i | i | -12.8 | i | i | i | i | i | i
CC(NC(=O)c1cccc(C(F)(F)F)c1)C1CCCO1 (stereo not drawn) | i | i | i | i | -8.0 | i | i | i | i | i | i
C=CCOc1ccc(/C=C/C(=O)OCC(=O)NCc2ccco2)cc1 | i | i | i | i | -14.6 | i | i | i | i | i | i
NC(C(=O)O)C1CC(Cl)=NO1 (stereo not drawn) | i | i | i | i | -7.8 | nt | i | i | nt | i | i
CN1CCCN(C(=O)c2ccc(Br)cc2)CC1 | i | i | i | i | -3.8 | i | i | i | i | i | i
CC(C)Oc1ccc(C2CC(=O)N(c3ccc(N(C)C)cc3)C2=O)cc1 (stereo not drawn) | i | i | i | i | -9.1 | i | i | i | i | i | i
CC(C)c1onc(C(=O)N2CCCCC2C)c1[N+](=O)[O-] (stereo not drawn) | i | i | i | i | -4.1 | i | i | i | i | i | i
